From PubChem BioAssay
Fam108B inh: mouse Fam108B serine hydrolase inhibitors, primary screen, counter-screen for RBBP9 inhibitor project, biochemical, fluorescence polarization; recombinant Fam108B, FP-Rh probe fluorescence polarization; inhibition, % at 9.51 µM; actives 0.33% (n = 300,000);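 active = inhibition above the screen mean inhibition plus 3 SD, computed separately per campaign, cut at about 18% in these data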;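 note: inhibitors lower polarization as less probe binds the enzyme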
Bcl-xL primary: inhibitors of human Bcl-xL, primary screen, biochemical, fluorescence polarization, HTS; Bcl-2-like protein 1 (Homo sapiens), Q07817; GST-Bcl-xL / FITC-Bim BH3 peptide fluorescence polarization; inhibition, % at 10.9 µM; actives 0.7% (n = 320,000);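 active = inhibition above the mean of all tested compounds plus 3 SD, cutoff set per campaign, cut at about 30% in these data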;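 note: 0% = DMSO wells and 100% = unlabeled Bim-BH3 peptide competitor; inhibitors lower millipolarization by displacing the labeled peptide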
Target sequence (Q07817 whole entry, looked up): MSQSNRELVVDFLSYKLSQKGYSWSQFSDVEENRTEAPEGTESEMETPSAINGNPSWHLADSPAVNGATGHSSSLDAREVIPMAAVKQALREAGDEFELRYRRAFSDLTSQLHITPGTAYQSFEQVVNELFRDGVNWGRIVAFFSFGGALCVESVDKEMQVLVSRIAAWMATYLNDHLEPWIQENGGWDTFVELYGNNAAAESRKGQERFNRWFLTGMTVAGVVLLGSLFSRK
MCL1-BIM inh: inhibitors of MCL1 binding to BIM-BH3, primary screen, biochemical, fluorescence polarization. Induced myeloid leukemia cell differentiation protein Mcl-1 (Homo sapiens), Q07820. GST-MCL1 / FITC-Bim-BH3 fluorescence polarization. inhibition, % at 10.9 µM. actives 0.68% (n = 320,000);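 active = inhibition above the mean inhibition of all tested compounds plus 3 SD, set per campaign, cut at about 40% in these data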;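 note: 0% = DMSO wells and 100% = unlabeled Bim-BH3 peptide control; higher means more loss of mP so more displacement of Bim peptide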
Target sequence (Q07820 whole entry, looked up): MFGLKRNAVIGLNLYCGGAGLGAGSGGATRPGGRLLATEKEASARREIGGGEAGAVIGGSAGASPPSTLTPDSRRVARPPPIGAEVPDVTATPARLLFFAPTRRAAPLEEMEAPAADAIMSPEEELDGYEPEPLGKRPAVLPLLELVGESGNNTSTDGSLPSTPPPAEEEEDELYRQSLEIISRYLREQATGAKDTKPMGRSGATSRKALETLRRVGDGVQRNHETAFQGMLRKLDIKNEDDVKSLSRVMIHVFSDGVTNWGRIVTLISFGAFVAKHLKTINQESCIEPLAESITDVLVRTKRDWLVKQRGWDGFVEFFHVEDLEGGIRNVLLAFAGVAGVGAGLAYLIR
Efflux pump inh: inhibitors of Candida efflux pumps in yeast, primary screen, S. cerevisiae, Nile Red, multiplex | inhibition, % at 10 µM | S. cerevisiae Candida pump triplex | actives 0.44% (n = 330,000);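 active = plate passing quality check with inhibition over a set limit, or well fluorescence over plate mean plus 4 SD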;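 note: Nile Red retained in pooled yeast measured as flow cytometry median fluorescence; 0% = buffer negative control and 100% = Enniatin B positive control; higher means more Nile Red kept so more efflux inhibition; some compounds called inactive have numbers as strong as hits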
CR mimetic SO: reduction of superoxide in aged yeast, primary screen, HTS | S. cerevisiae aged cells, superoxide DHE fluorescence; active compounds read low | superoxide response (% of plate mean), % at 10 µM | actives 0.18% (n = 330,000);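 active = superoxide response under a set limit, about three screen SD below normal, cut at about 65% in these data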;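 note: yeast aged for seven days with compound at 30 °C before DHE staining; 100% = average MFI of all compound-treated wells on the plate with controls excluded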
MEX-5 binding: MEX-5 zinc finger RNA-binding disruptors – biochemical, C. elegans, fluorescence polarization, MLPCN library, primary screen. Zinc finger protein mex-5 (Caenorhabditis elegans), Q9XUB2. MEX-5/FITC-TCR2 RNA binding; active compounds read low. activity score (negative = inhibition of binding), % at 10 µM. actives 0.38% (n = 300,000). AID 1832, 2009;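 active = inhibition past about -25% in most replicates, and total fluorescence under double the plate's negative control median, limit read from the data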;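 note: 0% = DMSO and -100% = 5 µM competing unlabeled TCR2 RNA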
ZTA DNA inh: counter-screen for EBNA-1 inhibitors: inhibitors of Epstein-Barr virus ZTA; actives 0.15% (n = 320,000); inhibition, % at 11 µM; ZTA-DNA binding, fluorescence polarization; in the data active = inhibition above about 33%
GLD-1 TGE inh: GLD-1/TGE RNA complex disruptors, primary screen, biochemical, fluorescence polarization; purified GLD-1 + fluorescein TGE RNA; inhibition, % at 5.96 µM; actives 0.44% (n = 320,000); AID 2280, 2010;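 active = percent inhibition above a per-plate cutoff, the plate mean of test compounds plus 3 SD, cut at about 30% in these data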;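 note: 0% = DMSO wells with GLD-1 and probe and 100% = wells lacking GLD-1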
Target sequence (Q17339 whole entry, looked up): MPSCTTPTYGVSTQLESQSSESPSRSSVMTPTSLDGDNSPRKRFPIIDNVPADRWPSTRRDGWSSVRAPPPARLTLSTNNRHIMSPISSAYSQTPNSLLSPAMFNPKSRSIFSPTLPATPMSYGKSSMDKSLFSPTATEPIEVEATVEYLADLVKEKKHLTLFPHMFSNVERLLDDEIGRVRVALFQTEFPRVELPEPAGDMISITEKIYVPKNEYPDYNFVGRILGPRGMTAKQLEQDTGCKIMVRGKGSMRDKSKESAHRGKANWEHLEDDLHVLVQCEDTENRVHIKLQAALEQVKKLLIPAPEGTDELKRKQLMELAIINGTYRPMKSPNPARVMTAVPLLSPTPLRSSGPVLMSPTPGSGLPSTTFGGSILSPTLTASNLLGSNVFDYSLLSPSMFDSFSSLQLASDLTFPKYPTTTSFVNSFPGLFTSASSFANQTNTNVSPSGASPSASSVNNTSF
EBNA-1 inh: EBNA-1 DNA-binding inhibitors, primary screen, biochemical, fluorescence polarization. inhibition, % at 14.8 µM. actives 0.34% (n = 300,000). AID 1950, 2009; in the data active = inhibition above about 28%
Starred values were filed as active, the others as inactive; · = no result given.

SMILES	Fam108B inh	Bcl-xL primary	MCL1-BIM inh	Efflux pump inh	CR mimetic SO	MEX-5 binding	ZTA DNA inh	GLD-1 TGE inh	EBNA-1 inh
COc1cccc(CN=CC2=C(O)CC(C)(C)CC2=O)c1OC	1	3	0	-0.1	110	-1.7	-18	-3	2
Cc1[nH]n2c(=O)cc(Cc3ccccc3)nc2c1C#N	-2	9	6	-0.1	106	0.7	1	6	-19
COc1cc(C)c(COc2ncnc3ccccc23)cc1OC	-3	-4	-1	0.3	116	-0.3	5	-6	-16
COc1ccc(NC(=S)NCc2cccnc2)cc1OC	0	2	0	0.0	98	0.8	17	-5	-7
COc1ccccc1N(Cc1ccccc1)S(=O)(=O)c1cccc(C(=O)O)c1	1	3	9	0.1	87	-3.1	3	2	9
CC(C)(CCl)C(=O)Nc1ccc(Sc2ccc(F)cc2)cc1	-6	4	1	0.3	122	-0.3	8	6	8
CCCCn1c(N)c(N(CC(C)C)C(=O)c2ccc(C)o2)c(=O)[nH]c1=O	·	-8	-18	0.1	90	·	-20	2	·
CCOc1ccc(CN2CCNC(=O)C2CC(=O)NCCCOc2cccnc2)cc1 (stereo not drawn)	-2	16	15	-0.1	94	2.6	2	4	2
O=C(NCCC(=O)N1CCN(C(=O)c2ccco2)CC1)c1ccc(Br)cc1	1	2	3	-0.1	99	1.0	-10	6	-2
O=C(O)c1ccccc1N=Nc1c(O)[nH]c2ccc([N+](=O)[O-])cc12	21*	19	18	0.0	102	-11	4	-4	13
O=C(CCN1C(=O)c2ccc([N+](=O)[O-])cc2C1=O)Nc1ccc(O)cc1C(=O)O	9	13	12	-0.1	131	0.1	1	-5	9
Oc1ccc(-c2nc3ccccc3nc2-c2ccccc2)cc1	3	8	3	0.0	93	-1.5	-8	6	7

Look-ups from the entries so far.
O=C(NCCC(=O)N1CCN(C(=O)c2ccco2)CC1)c1ccc(Br)cc1 in MEX-5 binding reads 1.0
O=C(O)c1ccccc1N=Nc1c(O)[nH]c2ccc([N+](=O)[O-])cc12 in Bcl-xL primary reads 19

(continued)
SMILES	Fam108B inh	Bcl-xL primary	MCL1-BIM inh	Efflux pump inh	CR mimetic SO	MEX-5 binding	ZTA DNA inh	GLD-1 TGE inh	EBNA-1 inh
COC(=O)c1cnn2c(C(F)(F)F)cc(-c3ccc(F)cc3)nc12	-3	3	-3	0.1	117	-0.5	-5	-4	2
COc1ccc(C(=O)NC(=S)Nc2cccc(S(=O)(=O)N3CCOCC3)c2)cc1	3	4	5	-0.1	95	-3.6	-3	1	11
CCOC(=O)C1(CCc2ccccc2)CCN(Cc2c(O)cccc2OC)CC1	-1	4	0	0.0	118	0.4	-25	2	-1
CC1COc2ccccc2N1C(=O)c1ccccc1Cl (stereo not drawn)	0	7	10	0.0	106	0.0	-11	7	-6
Cn1c(=O)[nH]c(=O)c2c1nc1n2CCCN1CCc1ccccc1	-1	2	-4	-0.1	96	0.9	0	-1	-5
Cc1c(/C=C/C(=O)c2cccs2)cnn1C	-1	1	-2	0.0	97	1.3	-20	2	1
C=CCC(NC(=O)c1ccc(C#N)cc1)C(=O)NCCC (stereo not drawn)	·	7	3	-0.1	91	·	-1	1	·
CC1CC(C)CN(C(=O)COC(=O)Cc2ccc(Cl)cc2)C1 (stereo not drawn)	0	7	6	0.5	117	1.1	-6	2	-23
CCN(CCNC(=O)c1ccc(CSc2nc3ccncc3[nH]2)cc1)c1ccccc1	-4	0	3	0.2	101	-3.0	-7	2	-10
COc1cc(C(CC(=O)N2CCOCC2)c2c(OC)cc(OC)c3ccc(=O)oc23)cc(OC)c1OC (stereo not drawn)	-4	3	2	-0.1	94	0.0	2	8	-6
O=C1NCCN1c1ccc(CN2CCN(C3CCCCC3)C(CCO)C2)cc1 (stereo not drawn)	5	1	2	-0.1	87	-1.1	-1	2	2
CCOC(=O)c1c(O)c2c(n(Cc3ccco3)c1=O)CCCC2	1	0	-9	0.0	99	2.5	13	4	0
O=S(=O)(c1ccccc1)N1CCC(O)(CSc2ccccc2)CC1	0	10	0	0.0	102	2.4	-9	2	3
O=C(O)c1ccccc1C(=O)Nc1nc(-c2ccc3ccccc3c2)cs1	-6	9	5	0.0	132	1.9	10	6	2
O=[N+]([O-])c1ccc(-c2ccn[nH]2)o1	4	22	20	0.0	115	-1.1	-3	9	7
O=C(CSc1nnc(SCC(=O)c2ccco2)s1)c1ccco1	-2	5	20	0.0	118	-2.8	11	-3	-6
O=C(c1cccc2ccccc12)N1CCN(c2ccccc2F)CC1	2	12	7	-0.1	82	0.9	0	-3	-1
NCc1cc2c3c(c1)CCCN3CCC2	4	16	11	-0.2	109	-2.2	-7	3	8
COc1ccc(C(=O)CSc2nnc(CNC(=O)c3ccc(S(=O)(=O)N(C)C)cc3)o2)cc1	-1	5	3	-3.1	107	0.1	7	-2	5
CCN(CC)S(=O)(=O)c1ccc(N2CCOCC2)c(NC(=O)C2CC2)c1	1	2	-1	0.1	96	-0.3	6	3	6
O=C(Nc1ccc(F)cc1F)c1c(C(F)(F)F)ccnc1Oc1ccc(Cl)cc1	2	-1	3	-0.1	98	3.2	2	-4	6
COc1cccc(-c2c(C(=O)N/N=C/c3ccc(C)o3)nnn2-c2nonc2N)c1	-3	6	9	-0.2	108	3.5	8	8	2
O=S(=O)(c1cccs1)N1CCN(S(=O)(=O)c2cccs2)CC1	1	3	0	0.1	99	2.7	11	1	17
Cc1cc(N2CCOCC2)nc(-c2ccc(Br)cc2)n1	0	3	6	0.2	93	-1.8	7	-9	0
CCCCCn1c(C)c2c(OCC)cccc(=O)c2c1C	3	8	10	-0.1	95	-2.6	1	4	2
C/C(=N\NC(=S)NCc1ccccc1)c1ccc(C)o1	-2	3	5	-0.3	92	0.9	2	0	-4
COc1ccc(-n2nnc3c(=O)n(CC(=O)N4CCCC4)cnc32)cc1	-5	0	-3	-0.1	133	2.7	1	2	6
COc1ccc(CNC(=O)C2CSC(=O)C2)cc1 (stereo not drawn)	7	7	5	0.1	90	0.7	8	1	9
CCOC(=O)c1ccc(NC2=CC(=O)C(=O)c3ccccc32)cc1	19*	-1	0	-0.2	114	-1.0	9	0	9
COc1ccc(OCC(O)CN2CCN(c3ncccn3)CC2)cc1 (stereo not drawn)	-1	4	2	0.0	96	-3.2	15	3	-1
CCOc1ccc(OCC)c(S(=O)(=O)NCc2ccccn2)c1	3	1	2	0.0	82	-2.5	-18	2	0
COc1cccc(CNC(=O)C2CCN(S(=O)(=O)c3cccs3)CC2)c1	-3	1	3	0.0	95	2.0	1	8	-7
CC(C)(C)CC(=O)Nc1nnc(SCC(=O)NC2CCCC2)s1	1	1	-6	0.0	87	0.6	-7	8	-11
CN1CCN(C(=O)c2ccc(-c3cccs3)s2)CC1	1	5	-2	-0.1	92	-1.0	0	4	3
O=CN1CCN(C(=O)c2cc3cc(Cl)ccc3[nH]2)CC1	-1	3	8	0.0	95	-2.2	1	2	-6
CCc1ccc(C(=O)COC(=O)CNC(=O)c2ccco2)cc1	0	2	6	0.1	97	-1.4	12	4	14
O=C(O)c1cc(NCc2ccccc2C(F)(F)F)ccc1N1CCOCC1	1	5	-1	-0.1	102	2.6	-5	0	4
CCN(CC)CCSc1nc2ccc(OC)cc2[nH]1	1	4	-6	0.0	101	2.6	-5	-7	-3
O=C(NC1CCCC1)C1CCN(C(=O)Nc2cccc(Cl)c2)CC1	4	-2	-3	-0.1	93	0.5	9	3	6
COc1ccc(/C=C/C(=O)Nc2cccnc2)cc1OC	7	8	3	0.0	103	1.4	0	6	0
CC(=O)Nc1ccc(NC(=O)CSc2nnc(NC(=O)c3ccc(Br)o3)s2)cc1	0	10	10	-0.5	101	-0.5	5	2	1
C/C=C/COC(=O)c1[nH]c2c(c1C)C(=O)CC(c1ccco1)C2 (stereo not drawn)	-2	2	8	0.0	97	-1.3	2	4	4
Cc1ccccc1OCC(=O)N(Cc1cccc(F)c1)C1CCS(=O)(=O)C1 (stereo not drawn)	-3	2	4	-0.1	97	-0.2	-13	11	-5
CCN(c1ccc(OC)cc1)S(=O)(=O)c1nnc(NC(=O)C2CCCCC2)s1	1	3	3	-0.4	95	1.2	16	2	9
Cc1ccc2cc(/C=N/NC(=O)[C@H](C)NC(=O)OC(C)(C)C)c(Cl)nc2c1	-2	-3	-1	-0.2	98	1.2	8	-2	4
Cc1cc(NC(=O)c2c(F)cccc2F)n(-c2nc3ccccc3[nH]2)n1	-13	3	4	-0.1	95	-0.7	18	6	12
Cc1ccnc(NS(=O)(=O)c2ccc3ccccc3c2)n1	-3	-2	-2	0.1	81	1.8	-12	-6	-14
CC(NC(=O)C1CCC(CNc2c(N3CCCCC3)c(=O)c2=O)CC1)c1ccccc1 (stereo not drawn)	1	4	3	0.0	109	6.7	2	-4	11
COc1cccc(/C=N/NC(=O)CNC(=O)COc2ccccc2)c1O	0	1	4	-0.1	74	0.7	13	3	8
O=C(N/N=C/c1cccc(O)c1)c1ccc(COc2ccccc2Br)cc1	-43	4	2	-3.6	114	0.2	12	0	3
N#CCSc1nc2ccc(N3CCCCC3)cc2c(=O)n1Cc1ccccc1	2	6	12	0.0	99	0.0	-3	17	-4
COc1ccc(-n2ncc3c(NCc4ccco4)ncnc32)cc1	-1	-5	-10	0.1	103	-6.8	-1	-11	-10
CC(=O)c1ccc(OCCCC(=O)Nc2cc(Cl)ccc2-n2cncn2)cc1	-2	-3	0	0.1	109	-1.3	1	2	-2
COc1ccc(OCCSc2nc(C)nc3ccccc23)cc1	-2	1	0	0.1	107	0.6	-8	3	-9
COc1ccc(-n2nc(C(=O)NCC(=O)N3CCOCC3)c3ccccc3c2=O)cc1OC	-5	1	0	-0.3	96	-0.9	-6	3	-1
O=C(CSCc1c(Cl)cccc1Cl)NN=C1CCCC1	-2	-1	-3	-0.2	95	0.3	1	11	4
CCc1ccc(NC(=O)Cc2ccc(OC)cc2)cc1	0	4	4	0.1	97	-0.9	1	4	3
COc1ccccc1/C=C/C(=O)NCC(=O)N/N=C(/C)c1ccc(Cl)cc1	-5	3	-1	0.4	93	-0.4	-14	-2	-8
Cc1ccc(C(=O)N2N=C(c3ccc(NS(C)(=O)=O)cc3)CC2c2cccs2)cc1 (stereo not drawn)	-1	-1	6	0.1	100	-1.3	-2	-1	6
CCCCOC(=O)Cn1c(=N)n(CCN(CC)CC)c2ccccc21	-1	7	-6	0.3	108	-0.5	-3	-1	-10
Next part:
SMILES	Fam108B inh	Bcl-xL primary	MCL1-BIM inh	Efflux pump inh	CR mimetic SO	MEX-5 binding	ZTA DNA inh	GLD-1 TGE inh	EBNA-1 inh
O=S(=O)(Nc1ccc2c(c1)OCCO2)c1c(F)cccc1F	0	5	7	0.1	114	2.2	1	9	3
O=C(Nc1cccc(C(F)(F)F)c1)c1cccnc1N1CCN(CCO)CC1	1	3	9	0.0	108	-1.1	-1	-3	14
COc1ccccc1CNC(=O)COC(=O)Cc1ccc(Cl)cc1	2	-3	5	0.0	98	0.2	-12	-18	-7
O=C(c1ccc(S(=O)(=O)N2CCOCC2)cc1)N1CCN(S(=O)(=O)c2ccc(Cl)s2)CC1	-2	-15	-11	0.0	101	-1.1	-4	-4	-5
